PI4K2A block – inhibitors of human PI4K2A. Q9BTU6. purified PI4K2A, ADP-Glo luminescence, 1 h; stronger effect = lower value. activity change, negative = inhibition, % at 76.9 µM. 0.13% of 420,000 active; in the data active = activity change below about -50%; inconclusive = mostly about -30% to -49%;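 also: -100% = wells without enzyme as full effect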
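PI4K2A activity was measured by ADP-Glo luminescence: enzyme (4 ug/mL stock) and phosphatidylinositol (1.2 mM stock) in Tris pH 7.5/MgCl2/EGTA/Triton X-100 buffer were reacted with ATP (300 microM stock) for one hour at ambient temperature.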
RXFP1 ag – agonists of human relaxin receptor RXFP1 | Q9HBX9 | HEK293T-RXFP1 cAMP TR-FRET, 30 min; response scale: percent of porcine relaxin response, buffer zero | Potency, µM (titrated, usually from 57.5 µM), for the others: top-dose activation, usual class: activators | 0.3% of 370,000 active; also: potency is read from the fitted curve at half-maximal effect; % is scaled to controls: 0 for no effect and ±100 for the full control effect; nearly all actives have a fitted effect of over 60% in size; many of its hits are not listed in these tables
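HEK293T cells stably expressing RXFP1 were pretreated with the PDE4 inhibitor Ro 20174, exposed to compounds for 30 min at 37C, lysed, and cAMP was read by TR-FRET. Data normalized to buffer (basal) and 29 nM porcine relaxin (100%).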
mIDH1 inhibitor – inhibitors of human mutant IDH1 R132H; O75874; IDH1-R132H enzyme, NADPH consumption, diaphorase/resazurin fluorescence; Potency, µM (doses to about 76.6 µM), for the others: at the top dose activity change, negative = inhibition, actives largely listed as inhibitors; 0.093% of 390,000 active; AID 602179; also: potency is read from the fitted curve at half-maximal effect; % is scaled to controls: 0 for no effect and ±100 for the full control effect; nearly all actives have a fitted effect of over 65% in size
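IDH1-R132H (0.5 ug/mL dispensed) in pH 7.5 Tris buffer was preincubated 30 min with compound, then given a substrate mix of 0.016 mM NADPH and 2 mM alpha-KG for 80 min at room temperature; remaining NADPH was read by diaphorase/resazurin fluorescence.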
LDHA inh – blocks human lactate dehydrogenase A; purified LDHA, NADH/diaphorase-resazurin fluorescence; stronger effect = lower value; activity change, % (values are at about 110 or 230 µM); 0.15% of 480,000 active; in the data active = activity change below about -30%; inconclusive = mostly about -25% to -30%;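 also: plate controls were DMSO wells for no effect and wells without enzyme for full effect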
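Remaining NADH was detected by diaphorase (0.133 mg/mL) converting 37 µM resazurin to fluorescent resorufin, read at 0 and 20 minutes. The preceding 5-minute room-temperature reaction used 2 nM LDHA, 0.2 mM sodium pyruvate and 0.06 mM NADH at pH 7.4.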
Vif-APOBEC3G blk – blocks the Vif interaction with human APOBEC3G; 0.076% of 410,000 active; HeLa A3G-eYFP + Vif (tagged APOBEC3G with the HIV-1 protein that degrades it), YFP fluorescence, overnight; Potency, µM (highest dose often 46.1 µM), for inactives: at the highest dose activity, negative = active, actives largely listed as inhibitors; Q9HC16;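 also: potency is read from the fitted curve at half-maximal effect; % is scaled to controls: 0 for no effect and ±100 for the full control effect; nearly all actives have a fitted effect of over 60% in size; hits raise eYFP signal because A3G escapes Vif-driven loss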
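HeLa cells stably expressing Vif and C-terminally eYFP-tagged A3G, seeded overnight at 37 deg C, then exposed to compound by pintool overnight at 37 deg C. Rise in yellow fluorescence (Ex 488/Em 500-530, Acumen) marks blocked Vif-driven A3G degradation.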
Vif-A3F inh – inhibitors of Vif-A3F interaction. AID 602313. Potency, µM (titrated, usually from 46.1 µM), without a hit: at the highest dose activity, negative = active. HeLa A3F-eYFP + Vif (tagged APOBEC3F with the HIV-1 protein that degrades it), YFP fluorescence increase. 0.2% of 390,000 active; also: potency is read from the fitted curve at half-maximal effect; % of control where 0% means no effect; nearly all actives have a fitted effect of over 65% in size
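Fluorescence increase (Ex 488/Em 500-530) after overnight compound treatment at 37 deg C flags inhibition of Vif-driven A3F-eYFP loss in stable HeLa A3F-eYFP/Vif cells seeded overnight beforehand.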
USP1-UAF1 inh – USP1/UAF1 (human) deubiquitinase inhibition; O94782; recombinant USP1/UAF1, Ub-Rhodamine cleavage fluorescence; Potency, µM (top dose mostly 57.1 µM), for inactives: top-dose activity change, negative = inhibition, actives largely listed as inhibitors; 0.23% of 390,000 active; AID 743255; also: potency is read from the fitted curve at half-maximal effect; % is scaled to controls: 0 for no effect and ±100 for the full control effect; nearly all actives have a fitted effect of over 60% in size; inactives centre near -12
Target sequence (O94782 whole entry, looked up): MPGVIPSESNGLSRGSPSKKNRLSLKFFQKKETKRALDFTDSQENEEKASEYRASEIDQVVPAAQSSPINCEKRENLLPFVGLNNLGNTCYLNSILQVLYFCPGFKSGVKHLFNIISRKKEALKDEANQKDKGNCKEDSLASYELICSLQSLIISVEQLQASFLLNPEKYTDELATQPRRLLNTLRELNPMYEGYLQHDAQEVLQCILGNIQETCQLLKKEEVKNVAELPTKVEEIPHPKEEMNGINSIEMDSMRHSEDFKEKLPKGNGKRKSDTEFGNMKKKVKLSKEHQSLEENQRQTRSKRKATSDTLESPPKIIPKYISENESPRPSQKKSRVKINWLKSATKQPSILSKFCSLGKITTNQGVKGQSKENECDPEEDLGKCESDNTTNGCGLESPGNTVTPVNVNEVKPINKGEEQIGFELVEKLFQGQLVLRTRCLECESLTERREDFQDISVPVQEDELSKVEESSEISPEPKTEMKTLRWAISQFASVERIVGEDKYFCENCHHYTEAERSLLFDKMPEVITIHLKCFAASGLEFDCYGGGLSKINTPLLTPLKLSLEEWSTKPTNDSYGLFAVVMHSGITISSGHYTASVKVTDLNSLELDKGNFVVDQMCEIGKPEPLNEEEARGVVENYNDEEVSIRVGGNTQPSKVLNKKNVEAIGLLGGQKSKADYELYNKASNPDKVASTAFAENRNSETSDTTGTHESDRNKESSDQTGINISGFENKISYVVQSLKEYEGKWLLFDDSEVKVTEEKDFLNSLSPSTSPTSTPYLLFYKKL
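In this screen, compounds sit with the deubiquitinase complex (1nM) for 15 min at room temperature before Ub-Rho is added at 150nM final. Fluorescence rise is then followed for 6 reads every 60 seconds.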
TrxR1 substrate – substrates of rat thioredoxin reductase 1; O89049; Potency, µM (doses to about 114 µM), for inactives: at the highest dose activity change, negative = substrate turnover; 0.01% of 390,000 active; purified TrxR1 substrate turnover, NADPH consumption readout; AID 588456; also: potency is read from the fitted curve at half-maximal effect; % is scaled to controls: 0 for no effect and ±100 for the full control effect; nearly all actives have a fitted effect of over 50% in size
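Rat TrxR1, dispensed at 90 nM, was prereduced with 400 uM NADPH (final) for 5 min at ~22 deg C, then incubated with compound 15 min before 400 uM selenite. A first-read NADPH fluorescence drop versus no-compound background flagged substrates.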
Glioma ERSR ind – ER stress response induction in glioma. U87-MG GRP78 promoter luciferase reporter, 16 h. Potency, µM, for inactives: top-dose activation, hits mostly activators. 0.02% of 420,000 active. AID 602332; also: potency is read from the fitted curve at half-maximal effect; series mostly up to about 76 µM; % of control where 0% means no effect; nearly all actives have a fitted effect of over 35% in size
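Stably transfected U87-MG human glioma cells carrying a GRP78-based luminescent sensor were seeded at 1000 cells/well, pin-dosed with compounds and incubated 16 h. Luciferase reagent was then added, and end-point luminescence was read after 10 min at room temperature.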
Active calls of the source: *; & = joins results of further samples; [ ] = another dose, or the depositor's remark. Unless noted, calls follow the shape of the dose curve; as a rule, active = well fitted curve in the direction sought with a large enough effect; inconclusive = small, poorly fitted or top-dose-only effect, or another doubt; inactive = no such curve, though single readings can be large; an effect the other way counts as inactive or inconclusive. Some of the compounds tested; rates above refer to the full screens.

What do the screens show for `Cc1ccccc1OCc1nc(-c2cccnc2)no1`?
PI4K2A block: 4; RXFP1 ag: 0.0%; mIDH1 inhibitor: -6%; LDHA inh: -8; Vif-APOBEC3G blk: 0%; Vif-A3F inh: -1%; USP1-UAF1 inh: -1%; TrxR1 substrate: 1%; Glioma ERSR ind: 6%

What do the screens show for `COc1cc(/C=N/NC(=O)c2ccncc2)ccc1OC(=O)c1cccc(F)c1`?
PI4K2A block: -1; RXFP1 ag: 4.2%; mIDH1 inhibitor: 3%; LDHA inh: 3; Vif-APOBEC3G blk: -2%; Vif-A3F inh: 8%; USP1-UAF1 inh: -20%; TrxR1 substrate: -4%; Glioma ERSR ind: -5%

How did COc1ccc(F)cc1S(=O)(=O)Nc1cccc(-c2ccc(N3CCCCCC3)nn2)c1 do in these assays?
PI4K2A block: 3; RXFP1 ag: 3.7%; mIDH1 inhibitor: 3%; LDHA inh: 1; Vif-APOBEC3G blk: -3%; Vif-A3F inh: 2%; USP1-UAF1 inh: inconclusive; TrxR1 substrate: 4%[57.1 µM]; Glioma ERSR ind: 12%

Results for NC(=O)c1ccc(NC(=O)COC(=O)C23CC4CC(CC(C4)C2)C3)cc1 ?
PI4K2A block: -2; mIDH1 inhibitor: 1%; LDHA inh: -2; Vif-APOBEC3G blk: 3%; Vif-A3F inh: 2%; USP1-UAF1 inh: -22%; Glioma ERSR ind: -2%

Results for CC(C)Oc1ccc(F)cc1-c1cc(C(=O)NC2CCCCC2)[nH]n1 ?
PI4K2A block: 10; LDHA inh: -6; Vif-APOBEC3G blk: -1%; Glioma ERSR ind: -1%

How did COc1cccc(C(=O)NC(Cc2ccccc2)c2ccc3c(c2)OCCCO3)c1 (configuration not stated) do in these assays?
PI4K2A block: 1; RXFP1 ag: 0.6%; mIDH1 inhibitor: 0%; LDHA inh: -3; Vif-APOBEC3G blk: -1%; Vif-A3F inh: -1%; USP1-UAF1 inh: -15%; TrxR1 substrate: 7%; Glioma ERSR ind: 1%

Results for N#Cc1ccc(-c2ccccc2)nc1SCC(=O)c1cccc(Cl)c1 ?
PI4K2A block: 12; RXFP1 ag: 21%; mIDH1 inhibitor: 2%; LDHA inh: -8; Vif-APOBEC3G blk: 0%; Vif-A3F inh: -11%; USP1-UAF1 inh: -8%; TrxR1 substrate: -10%; Glioma ERSR ind: -3%

How did Cc1cccc(C2C=C(c3ccc(F)cc3)Nc3nc4ccccc4n32)c1 (configuration not stated) do in these assays?
PI4K2A block: 1; RXFP1 ag: 4.4%; mIDH1 inhibitor: inconclusive; LDHA inh: -1; Vif-APOBEC3G blk: -11%; Vif-A3F inh: inconclusive; USP1-UAF1 inh: inconclusive; TrxR1 substrate: 2%[57.1 µM]; Glioma ERSR ind: -3%

How did O=C(NOCc1ccccc1)OCc1ccccc1 do in these assays?
PI4K2A block: 3; mIDH1 inhibitor: 1%; LDHA inh: -4; Vif-APOBEC3G blk: -1%; Vif-A3F inh: 1%; USP1-UAF1 inh: -12%; TrxR1 substrate: 2%; Glioma ERSR ind: 3%

How did CC(C)C(=O)Nc1ncc(Cc2ccccc2Cl)s1 do in these assays?
PI4K2A block: 1; RXFP1 ag: 1.2%; mIDH1 inhibitor: 17%; LDHA inh: -10; Vif-APOBEC3G blk: 3%; Vif-A3F inh: -3%; USP1-UAF1 inh: -17%; TrxR1 substrate: 6%[57.1 µM]; Glioma ERSR ind: -2%

How did CN1C(=O)C(O)(c2sc(N)nc2-c2ccccc2)c2ccccc21 (configuration not stated) do in these assays?
PI4K2A block: 0; RXFP1 ag: 2.4%; mIDH1 inhibitor: -6%; LDHA inh: -8; Vif-APOBEC3G blk: -4%; Vif-A3F inh: 1%; USP1-UAF1 inh: -19%; TrxR1 substrate: 2%[57.1 µM]; Glioma ERSR ind: 2%

Results for OCCSc1ccc2nnc(-c3ccccc3)n2n1 ?
LDHA inh: -1; Vif-APOBEC3G blk: 1%; TrxR1 substrate: 24%; Glioma ERSR ind: -2%

What do the screens show for `CC(C)Oc1ccccc1/C=N/NC(=O)c1ccccc1Cl`?
PI4K2A block: -2; RXFP1 ag: 3.8%; mIDH1 inhibitor: 0%; LDHA inh: -5; Vif-APOBEC3G blk: 1%; Vif-A3F inh: 2%; USP1-UAF1 inh: -4%; TrxR1 substrate: -16%; Glioma ERSR ind: 0%

How did O=C(c1ccc(NS(=O)(=O)c2cccc3cccnc23)cc1)N1CCCCC1 do in these assays?
PI4K2A block: -1; RXFP1 ag: 0.6%; mIDH1 inhibitor: -10%; LDHA inh: 0; Vif-APOBEC3G blk: 4%; Vif-A3F inh: -1%; USP1-UAF1 inh: -20%; TrxR1 substrate: 2%; Glioma ERSR ind: -5%

What do the screens show for `Cc1cc(C)cc(N2C(=O)CC(c3ccc(C(F)(F)F)cc3)C3=C2COC3=O)c1` (configuration not stated)?
PI4K2A block: -1; RXFP1 ag: -0.5%; mIDH1 inhibitor: -6%; LDHA inh: -11; Vif-APOBEC3G blk: 1%; Vif-A3F inh: -1%; USP1-UAF1 inh: 2%; TrxR1 substrate: -5%; Glioma ERSR ind: -3%

How did COC(=O)C1C(=O)N2CCCSC2=C(C#N)C1c1cccs1 (configuration not stated) do in these assays?
PI4K2A block: -2; RXFP1 ag: -0.2%; mIDH1 inhibitor: 4%; LDHA inh: -5; Vif-APOBEC3G blk: -8%; Vif-A3F inh: -7%; USP1-UAF1 inh: -6%; TrxR1 substrate: -10%; Glioma ERSR ind: -5%

What do the screens show for `CCOc1ccc(S(=O)(=O)NCCSc2ccccc2)cc1`?
PI4K2A block: 0; RXFP1 ag: 1.4%; mIDH1 inhibitor: 1%; LDHA inh: -4; Vif-APOBEC3G blk: 3%; Vif-A3F inh: -5%; USP1-UAF1 inh: -16%; TrxR1 substrate: -8%; Glioma ERSR ind: -5%

How did COc1ccc(-c2nc3sc(CCNC(=O)c4cc(OC)c(OC)c(OC)c4)c(C)n3n2)cc1 do in these assays?
PI4K2A block: -8; RXFP1 ag: 1.1%; mIDH1 inhibitor: 13%; LDHA inh: 1; Vif-APOBEC3G blk: -6%; Vif-A3F inh: 3%; USP1-UAF1 inh: -20%; TrxR1 substrate: 3%[57.1 µM]; Glioma ERSR ind: -1%

What do the screens show for `Nc1c(Br)c(=O)[nH]c(=O)n1-c1ccc(F)cc1`?
PI4K2A block: 6; RXFP1 ag: -0.1%; mIDH1 inhibitor: 0%; LDHA inh: -3; Vif-APOBEC3G blk: -4%; Vif-A3F inh: -10%; USP1-UAF1 inh: -23%; TrxR1 substrate: -1%; Glioma ERSR ind: -1%

Results for CC(C)CN1CCC(=O)N([C@H](CO)c2ccccc2)CC1 ?
PI4K2A block: -1; RXFP1 ag: 0.4%; mIDH1 inhibitor: 4%; LDHA inh: -7; Vif-APOBEC3G blk: -1%&-1%; Vif-A3F inh: -4%; USP1-UAF1 inh: -15%; TrxR1 substrate: 7%&1%; Glioma ERSR ind: -1%&-4%

How did Cc1ccccc1OCC(=O)Nc1ccc(N2CCN(C(=O)c3ccco3)CC2)cc1 do in these assays?
PI4K2A block: -2; RXFP1 ag: -0.1%; mIDH1 inhibitor: -3%; LDHA inh: -7; Vif-APOBEC3G blk: -2%; Vif-A3F inh: 9%; USP1-UAF1 inh: -7%; TrxR1 substrate: -6%; Glioma ERSR ind: -5%

How did CCOc1ccc2oc(C(=O)Nc3ccc4c(c3)OCO4)c(C)c2c1 do in these assays?
PI4K2A block: -2; RXFP1 ag: 4.1%; mIDH1 inhibitor: 7%; LDHA inh: 2; Vif-APOBEC3G blk: -3%; Vif-A3F inh: -30%; USP1-UAF1 inh: -12%; TrxR1 substrate: 1%; Glioma ERSR ind: 6%

Results for CCCCCCCCn1c(=O)c(C(=O)OC)c(N)c2ccccc21 ?
PI4K2A block: -5; RXFP1 ag: 1.6%; mIDH1 inhibitor: 1%; LDHA inh: 2; Vif-APOBEC3G blk: -5%; Vif-A3F inh: -3%; USP1-UAF1 inh: -14%; TrxR1 substrate: 2%[57.1 µM]; Glioma ERSR ind: -6%

Results for COC(=O)CCN1CCC(c2cc(-c3cccc(C(F)(F)F)c3)n[nH]2)CC1 ?
PI4K2A block: 1; RXFP1 ag: -1.7%; mIDH1 inhibitor: -7%; LDHA inh: -4; Vif-APOBEC3G blk: -4%; Vif-A3F inh: -9%; USP1-UAF1 inh: -16%; TrxR1 substrate: -6%; Glioma ERSR ind: -2%

Results for CCC(=O)NC(=S)Nc1ccc(S(=O)(=O)NC(C)C)cc1 ?
PI4K2A block: -3; RXFP1 ag: 0.9%; mIDH1 inhibitor: 3%; LDHA inh: -2; Vif-APOBEC3G blk: -1%; Vif-A3F inh: -1%; USP1-UAF1 inh: -9%; TrxR1 substrate: -2%; Glioma ERSR ind: 0%

Bioassay records from PubChem.
